PAX8 inh HTS – lowers PAX8-driven luciferase in RMG-I cells; inhibition, % at 12.6 µM; AID 652154; RMG-I TPO-luciferase reporter, SteadyGlo, 24 h; 360,000 tested, 1.2% active;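 active = mean replicate inhibition at least 60% with every replicate also reaching 60%; inconclusive = only one of the two criteria is met; inactive = mean below 60% and not all replicates reaching 60%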;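 note: luciferase light reporting Pax8 driven TPO promoter activity; plate controls were median of neutral control wells for no effect and mitoxantrone controls for full effect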
LGR2 antag – inhibitors of bursicon-induced Drosophila LGR2 receptor cAMP signaling | AID 720647 | 380,000 tested, 0.35% active | inhibition, % at 9.99 µM | HEK293 LGR2, CRE-luciferase, bursicon-stimulated, 4 h;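 active = drop in luminescence signal, shown as inhibition above about 50% in the replicate tests, limit read from the data, passing the limit was not always enough; inconclusive = probably only some replicates passing the limit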;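 note: agonist challenge used bursicon conditioned medium at about half maximal strength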
Active calls of the source: *; ? = inconclusive. These rows are one share of the data (hit frequency here may not be typical).

SMILES	PAX8 inh HTS	LGR2 antag
Cc1ccc(N2CC(O)CSC2=Nc2ccccc2)cc1 (configuration not stated)	-25	1
COc1cc(OC)cc(C(=O)NCC2CCN(C(=O)C(=O)c3cc4ccccc4o3)CC2)c1	-22	-8
COCc1cc(N2CCN(C(=O)OC(C)(C)C)C[C@@H]2C)ccc1N1CCN(Cc2ccccc2)[C@@H](C)C1	15	6
COC(=O)c1cc2c(c3c4cc(C)ccc4n(S(=O)(=O)c4ccc(C)cc4)c13)C(=O)N(C)C2	6	-13
CCCCCCCCN1C(=O)[C@H](CC(=O)N2CCOCC2)C[C@@]2(C(=O)OC)CCCCC=C12	-13	?
C#CCN(C[C@H]1[C@H](OC(=O)NCCCCCC)[C@H](OC(=O)NCCCCCC)CN(C(=O)OC(C)C)N1C(=O)OC(C)C)S(=O)(=O)c1ccc(C)cc1	11	5
Cc1ccc(C)c(CN2CCC(CNC(=O)C3CCCN(c4ncnc5c4nc4n5CCCCC4)C3)CC2)c1 (configuration not stated)	-7	22
Nc1ccc(F)c(CN2CCN(c3ncc(Cc4ccccc4)cn3)CC2)c1	-7	-7
Cc1ccnc(NS(=O)(=O)c2ccc3c(c2)CCO3)c1	15	-6
COC(=O)[C@]12C[C@H](CC(=O)NCCc3ccccc3OC)C(=O)N(Cc3ccc4c(c3)OCO4)C1=C[C@H](COCc1ccccc1)O[C@@H]2C	7	7
COC(=O)[C@]12C[C@H](CC(=O)N3CCC(c4ccccc4)CC3)C(=O)N(CCC3=CCCCC3)C1=C[C@H](COCc1ccccc1)O[C@@H]2C	24	12
COc1ccc(C(C#N)CC(=O)c2ccc(OC)c(OCc3ccccc3)c2)cc1OC (configuration not stated)	31	6
CCCCCCCCN1C(=O)[C@@H](CC(=O)N2CCC(c3ccccc3)CC2)C[C@@]2(C(=O)OC)C1=C[C@H](C1CCCC1)O[C@@H]2C	-9	13
COc1ccc2c(c1)[C@]1(C[C@H](O)CO1)C(=O)N2C	-6	2
CCCCc1c(-c2ccccc2OC)ncn1Cc1ccc(F)cc1F	1	17
COC(=O)[C@@]12C[C@@H](CC(=O)NCC34CC5CC(CC(C5)C3)C4)C(=O)N(Cc3cccc4ccccc34)C1=CCC(C)(C)C2	28	-1
CCC(c1nc2ccccc2[nH]1)n1c(=O)c(-c2cccnc2)nc2ccccc21 (configuration not stated)	-1	-4
Fc1ccc(-c2ccc3c(n2)CCCN3Cc2ccccc2C(F)(F)F)cc1	-21	-28
CCCN(CC(=O)Nc1ccccc1OC)C(=O)CN1C(=O)NC(C)(C)C1=O	-29	-2
COC(=O)[C@@]12C[C@@H](CC(=O)N3CCCC3)C(=O)N(Cc3ccc4c(c3)OCO4)C1=CCC(C)(C)C2	12	20
COC(=O)[C@]12C[C@H](CC(=O)N3CCOCC3)C(=O)N(CCC3=CCCCC3)C1=C[C@H](COCc1ccccc1)O[C@@H]2C	0	15
CCOC(=O)C1=C(C(=O)OCC)C2N(Cc3ccc(Br)cc3)c3ccccc3[C@@]23C[C@@H](C(=O)OC)N(S(=O)(=O)c2ccc(OC)cc2)C3=N1 (some centres not stated)	1	-13
Cc1oc2c(C)c3oc(=O)c(CCC(=O)N[C@@H](CC(C)C)C(=O)O)c(C)c3cc2c1C	2	-6
COC(=O)c1cc2c(c3c4cc(OC)ccc4n(S(=O)(=O)c4ccc(F)cc4)c13)C(=O)N(C)C2	7	3
CCNC(=O)N1CCN(c2ccc(N3CCN(Cc4ccccc4)[C@H](C)C3)c(C)c2)[C@@H](C)C1	14	14
COC(=O)[C@]12C[C@H](CC(=O)NCc3cccs3)C(=O)N(Cc3ccc4c(c3)OCO4)C1=C[C@H](C(C)(C)C)O[C@@H]2C	7	12
CCCn1cc(CCC(=O)Nc2ccc(Oc3cccnc3)cc2)c2ccccc21	-12	18
COC(=O)C1=C(C)N(Cc2ccccc2C(F)(F)F)C(=NCC2CC2)NC1CCc1ccccc1 (configuration not stated)	14	8
CCCCNC(=O)c1nc(C2CCNCC2)oc1-c1ccccc1	-15	-2
CSCCC(C(=O)NC1CCCC1)n1c(C2CCCC2)nc2ccccc21 (configuration not stated)	14	6

Given with two lines to a compound: 16 of the compounds above.
Below each SMILES: PAX8 inh HTS, LGR2 antag
- CCCCc1c(-c2ccccc2OC)ncn1Cc1ccc(F)cc1F
    1, 17
- COC(=O)[C@@]12C[C@@H](CC(=O)NCC34CC5CC(CC(C5)C3)C4)C(=O)N(Cc3cccc4ccccc34)C1=CCC(C)(C)C2
    28, -1
- CCC(c1nc2ccccc2[nH]1)n1c(=O)c(-c2cccnc2)nc2ccccc21 (configuration not stated)
    -1, -4
- Fc1ccc(-c2ccc3c(n2)CCCN3Cc2ccccc2C(F)(F)F)cc1
    -21, -28
- CCCN(CC(=O)Nc1ccccc1OC)C(=O)CN1C(=O)NC(C)(C)C1=O
    -29, -2
- COC(=O)[C@@]12C[C@@H](CC(=O)N3CCCC3)C(=O)N(Cc3ccc4c(c3)OCO4)C1=CCC(C)(C)C2
    12, 20
- COC(=O)[C@]12C[C@H](CC(=O)N3CCOCC3)C(=O)N(CCC3=CCCCC3)C1=C[C@H](COCc1ccccc1)O[C@@H]2C
    0, 15
- CCOC(=O)C1=C(C(=O)OCC)C2N(Cc3ccc(Br)cc3)c3ccccc3[C@@]23C[C@@H](C(=O)OC)N(S(=O)(=O)c2ccc(OC)cc2)C3=N1 (some centres not stated)
    1, -13
- Cc1oc2c(C)c3oc(=O)c(CCC(=O)N[C@@H](CC(C)C)C(=O)O)c(C)c3cc2c1C
    2, -6
- COC(=O)c1cc2c(c3c4cc(OC)ccc4n(S(=O)(=O)c4ccc(F)cc4)c13)C(=O)N(C)C2
    7, 3
- CCNC(=O)N1CCN(c2ccc(N3CCN(Cc4ccccc4)[C@H](C)C3)c(C)c2)[C@@H](C)C1
    14, 14
- COC(=O)[C@]12C[C@H](CC(=O)NCc3cccs3)C(=O)N(Cc3ccc4c(c3)OCO4)C1=C[C@H](C(C)(C)C)O[C@@H]2C
    7, 12
- CCCn1cc(CCC(=O)Nc2ccc(Oc3cccnc3)cc2)c2ccccc21
    -12, 18
- COC(=O)C1=C(C)N(Cc2ccccc2C(F)(F)F)C(=NCC2CC2)NC1CCc1ccccc1 (configuration not stated)
    14, 8
- CCCCNC(=O)c1nc(C2CCNCC2)oc1-c1ccccc1
    -15, -2
- CSCCC(C(=O)NC1CCCC1)n1c(C2CCCC2)nc2ccccc21 (configuration not stated)
    14, 6

The listing continues:
SMILES	PAX8 inh HTS	LGR2 antag
Cc1ccc(-c2nc3ccccc3n2C(C)C(=O)NC(C)(C)C)cc1 (configuration not stated)	-39	-16
CC(C)C[C@H](NC(=O)c1ccc(Cl)cc1Cl)C(=O)N1CCC[C@H]1C(=O)NCc1ccccc1	-1	-7
CCC(=O)N(Cc1cc2cc(OC)ccc2[nH]c1=O)c1ccccc1OC	1	1
O=C1NC[C@@H](CCCCN2CCN(Cc3ccccc3)C(=O)C2=O)N(CCC2CCCCC2)C1=O	1	8
Nc1c(O)ccc2c1C(=O)c1ccccc1C2=O	-49	-8
CCOC(=O)[C@]12CCC=C1N(Cc1ccccc1)C(=O)[C@H](CC(=O)N1CCCC1)C2	0	31
CCCCOCCCNC(=O)C[C@H]1C[C@@]2(C(=O)OC)C(=C[C@H](COCc3ccccc3)O[C@@H]2C)N(Cc2ccc3c(c2)OCO3)C1=O	1	0
CC(C)[C@H](NC(=O)C1CCCC1)C(=O)N1CCC[C@H]1C(=O)NCc1ccccc1	-3	12
COC(=O)c1cccc(Nc2cc(C)n(-c3cccc(C(=O)OC)c3)c(=O)c2)c1	-14	-5
Cc1cc(N2CCNC[C@H]2C)ccc1N1CCN(Cc2ccccc2)[C@@H](C)C1	-17	-2
Cn1cc([C@]2(O)C(=O)Nc3ccccc32)c2ccccc21	21	-12
COC(=O)[C@@]12C[C@@H](CC(=O)NCc3cccs3)C(=O)N(Cc3ccccc3)C1=CCC(C)(C)C2	14	11
Cc1cc2c(c(=O)o1)[C@@]1(C(=O)N(C)c3ccccc31)C1=C(CC3(CCCCC3)OC1=O)O2	-14	4
O=C(C(=O)N1CCN(C(=O)C2CCC2)CC1)c1cccc(C(F)(F)F)c1	8	-8
CCOC(=O)[C@]12CCCC=C1N(CCc1ccc(OC)c(OC)c1)C(=O)[C@H](CC(=O)NCc1ccccc1)C2	7	-5
COC(=O)c1cc2c(c3c4ccccc4n(S(=O)(=O)c4ccc(C)cc4)c13)C(=O)N(Cc1ccccc1)C2	8	5
Cc1cc(N2CCN(S(C)(=O)=O)C[C@@H]2C)ccc1N1CCN(Cc2ccccc2)[C@@H](C)C1	6	-3
COCCCN(C(=O)C1=COCCO1)c1c(N)n(Cc2ccccc2)c(=O)[nH]c1=O	2	-6
CN1C(=O)[C@@]2(O[C@H]3c4ccccc4C=CN3C3=C2C(=O)CCC3)c2ccccc21	20	-4
C[C@@H]1CN(C(=O)OC(C)(C)C)CCN1c1ccc(N2CC[C@H](O)C2)c(C#N)c1	3	21
Cc1cc(N2CCN(C(=O)OC(C)(C)C)C[C@H]2C)ccc1Br	-20	-3
C[C@@H](NC(=O)[C@@H]1CCCN1C(=O)[C@@H]1CCCN1C(=O)c1ccccc1)c1ccccc1	-16	16
O=S(=O)(c1ccc(F)cc1)N1CCCc2nc(-c3ccc(Br)cc3)ccc21	-9	-8
O=C(NCc1ccncc1)[C@@H]1CCCN1C(=O)[C@H]1CCCN1C(=O)c1c(F)cccc1F	0	-16
COc1cc2c(cc1OC)C(c1c(-c3c(Cl)cccc3Cl)noc1C)=NCC2	10	12
O=C(NCCc1ccccc1Cl)[C@@H]1CCCN1C(=O)[C@@H](NC(=O)N1CCOCC1)C1CCCCC1	18	13
CCNC(=O)N1CCN(c2ccc(N3CCN(C(=O)NCC)[C@H](C)C3)c(C)c2)[C@@H](C)C1	-14	13
O=C(N[C@H](C(=O)N1CCC[C@H]1C(=O)NCc1ccccc1)C1CCCCC1)c1ccc(Cl)c(Cl)c1	36	22
COC(=O)c1c(-c2ccc(OC)cc2)c2c(c3c4ccccc4n(S(=O)(=O)c4ccc(C)cc4)c13)C(=O)N(C)C2	22	-7
Cc1ccccc1C(=O)N[C@H](C(=O)N1CCC[C@H]1C(=O)NC1CCCC1)C1CCCCC1	-17	3

Laid out differently: entries from further up
CC(C)[C@H](NC(=O)C1CCCC1)C(=O)N1CCC[C@H]1C(=O)NCc1ccccc1
- PAX8 inh HTS = -3
- LGR2 antag = 12

C#CCN(C[C@H]1[C@H](OC(=O)NCCCCCC)[C@H](OC(=O)NCCCCCC)CN(C(=O)OC(C)C)N1C(=O)OC(C)C)S(=O)(=O)c1ccc(C)cc1
- PAX8 inh HTS = 11
- LGR2 antag = 5

(cont.)
SMILES	PAX8 inh HTS	LGR2 antag
CC(c1nc2ccccc2[nH]1)n1c(=O)c(-c2cccs2)nc2ccccc21 (configuration not stated)	-3	7
NC(=O)C[C@@H]1NC(=O)c2cc([N+](=O)[O-])cc(F)c2NCCCC[C@@H](C(N)=O)NC(=O)[C@H](CO)NC1=O	-3	2
Cc1nc2ccccc2n1C(C)c1nc2ccccc2n1CC(=O)c1ccc(OC(F)(F)F)cc1 (configuration not stated)	-13	2
CCOC(=O)[C@]12CCCC=C1N(Cc1ccc(Cl)cc1Cl)C(=O)[C@H](CC(=O)N1CCCCC1)C2	-10	13
O=S1(=O)CC(N2CCCCC2)C1CN1CCCCC1 (configuration not stated)	0	1
O=C1OC(c2cccs2)=N/C1=C/c1ccc(-c2cccc(C(=O)O)c2)o1	-2	-7
Cc1nc2ccccc2n1C(c1cccnc1)c1nc2ccccc2[nH]1 (configuration not stated)	-50	-15
COC(=O)c1cc2c(c3c4ccccc4n(S(=O)(=O)c4ccccc4)c13)C(=O)N(Cc1ccc(C(F)(F)F)cc1)C2	18	0
Nc1[nH]c(C(=O)c2ccccc2)c(-c2ccc3ccccc3c2)c1C(=O)NCc1ccc(-c2ccccc2)cc1	-33	-16
COC(=O)[C@]12C[C@H](CC(=O)N3CCC(c4ccccc4)CC3)C(=O)N(CCC3=CCCCC3)C1=C[C@H](C(C)(C)C)O[C@@H]2C	8	8
O=S(=O)(c1ccc(C(F)(F)F)cc1)N1CCCc2nc(-c3ccc(F)cc3)ccc21	-36	-9
COc1cccc(CNC(=O)[C@H]2CCCN2C(=O)[C@H]2CCCN2C(=O)c2ccc(Cl)cc2)c1	20	-6
CCCCc1c(-c2ccccc2OC)ncn1Cc1cccc(F)c1	-13	17
COc1cccc(CC(=O)NCC2CCN(C(=O)C(=O)c3cccs3)CC2)c1	-12	0
COc1ccc(C(C(=O)NC(C)(C)C)n2c(=O)c(-c3ccco3)nc3ccccc32)cc1 (configuration not stated)	14	-3
COC(=O)C1=C(C)N(C)C(=NCc2ccc(OC)cc2)NC1c1cccc(C(F)(F)F)c1 (configuration not stated)	11	1
COCCNC(=S)N(CCc1c(C)[nH]c2ccc(F)cc12)Cc1ccco1	12	15
COC(=O)NC1CC2C=CC1C1C=CC21 (configuration not stated)	-25	-4
COC(=O)[C@]12C[C@H](CC(=O)N3CCCC3)C(=O)N(Cc3ccc4c(c3)OCO4)C1=C[C@H](COCc1ccccc1)O[C@@H]2C	-10	13
CC1C2CCC(C2)C1OC(=O)c1ccccc1C(=O)O (configuration not stated)	-3	-4
Cc1ccccc1C(=O)N[C@H](C(=O)N1CCC[C@H]1C(=O)NCc1ccccc1)c1ccccc1	-14	3
CCOC(=O)N1CCN(C(=O)C[C@@H]2C[C@@]3(C(=O)OC)CC(C)(C)CC=C3N(CCc3ccc(OC)c(OC)c3)C2=O)CC1	4	-25
COc1ccccc1CCn1cnc(-c2cccc(Br)c2)c1C(C)C	8	?
CC1=C[C@@H]2[C@H]3C(=O)N(Cc4ccccc4)C(=O)[C@H]3[C@@H]1[C@@H]1O[C@@]3(C(=O)N(C)c4ccccc43)C3=C(CCCC3=O)N21	-23	-5
CCOC(=O)CN1CCCc2nc(-c3ccc(OC)cc3)ccc21	-76	-79
CSCCC(C(=O)NC1CCCC1)n1c(C2CC2)nc2ccccc21 (configuration not stated)	3	-5
